Vc quorum ag – quorum light induction in luxS cqsA deficient V. cholerae. V. cholerae BH1578 lux reporter, luminescence, 6 h. activation, % at 18.7 µM. 350,000 tested, 0.16% active. AID 588436; in the data active = activation mostly above about 9.7%, no sharp cut-off; note: not every result past the cut was called active; inactives centre near 0; reference of the scale not given here
Yp Topo-I inh – inhibitors of Yersinia pestis topoisomerase I. 360,000 tested, 0.064% active. activity, % at 10 µM. Y. pestis Topo-I cleavage product accumulation, plate reader; in the data active = activity above about 50%, passing the limit was not always enough; note: inactives centre near 2
CCHFV vOTU inh – CCHFV vOTU protease inhibition; inhibition, % at 11.5 µM; 370,000 tested, 0.55% active; Pep-AMC fluorescence; in the data active = inhibition above about 30%; note: 0% = vehicle wells with enzyme and 100% = no enzyme wells
MazF activator – increases E. coli MazEF RNase cleavage of RNA | P0AE70 | FAM/BHQ RNA-DNA oligo cleavage fluorescence, 5 h | activation, % at 20 µM | 350,000 tested, 0.32% active | AID 504720; in the data active = activation above about 50%
Target sequence (P0AE70 whole entry, looked up): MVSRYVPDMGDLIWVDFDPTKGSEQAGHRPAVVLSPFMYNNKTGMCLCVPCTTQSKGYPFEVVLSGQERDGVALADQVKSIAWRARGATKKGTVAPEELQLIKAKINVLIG
TcdB GH inh – TcdB glycohydrolase inhibition. 350,000 tested, 0.24% active. inhibition, % at 9.99 µM. TcdB glycohydrolase enzymatic assay, plate reader. AID 652162. P18177; in the data active = inhibition above about 10%
PrPC surface inh – inhibitors of human cell surface prion protein PrPC; P04156; TR-FRET read-out; inhibition, % at 13.8 µM; 370,000 tested, 0.43% active; AID 720596; in the data active = inhibition above about 24%; note: 0% = median of the test wells and 100% = reference compound wells
DUSP3 inh – blocks human VHR1 dual specificity phosphatase. 290,000 tested, 0.52% active. inhibition, % at 13.3 µM. AID 1654. P51452. recombinant VHR phosphatase, pNPP absorbance; in the data active = inhibition above about 50%; note: some compounds called inactive have numbers as strong as hits
Target sequence (P51452 whole entry, looked up): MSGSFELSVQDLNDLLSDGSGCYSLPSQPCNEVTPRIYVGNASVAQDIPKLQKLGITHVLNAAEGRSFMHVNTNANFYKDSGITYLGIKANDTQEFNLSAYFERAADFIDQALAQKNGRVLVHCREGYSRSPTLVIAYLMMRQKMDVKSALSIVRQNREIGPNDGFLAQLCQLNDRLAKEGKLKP
Rv3671c inh – Rv3671c (M. tuberculosis) protease inhibition | P9WHR9 | AID 2606 | inhibition, % at 5.96 µM | 320,000 tested, 0.048% active; in the data active = inhibition above about 38%;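 note: extracellular domain of Rv3671c used as enzyme; 0% = enzyme with DMSO and 100% = no enzyme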
Target sequence (P9WHR9 whole entry, looked up, the tested form may be a part): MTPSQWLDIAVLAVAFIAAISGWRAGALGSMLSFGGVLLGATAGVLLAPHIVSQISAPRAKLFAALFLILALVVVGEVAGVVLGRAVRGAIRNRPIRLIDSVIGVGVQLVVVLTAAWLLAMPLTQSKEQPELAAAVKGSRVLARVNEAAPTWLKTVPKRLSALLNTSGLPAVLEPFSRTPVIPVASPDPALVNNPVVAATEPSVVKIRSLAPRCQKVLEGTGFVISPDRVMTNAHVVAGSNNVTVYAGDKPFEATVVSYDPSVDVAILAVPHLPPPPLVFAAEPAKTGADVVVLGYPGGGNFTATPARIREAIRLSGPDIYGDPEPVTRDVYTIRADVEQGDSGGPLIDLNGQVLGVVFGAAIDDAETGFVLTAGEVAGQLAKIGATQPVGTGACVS
3CLpro inhibitor – SARS-CoV 3CLpro protease inhibition; P0C6X7; recombinant SARS-CoV 3CLpro, quenched FRET peptide cleavage; inhibition, % at 6 µM; 290,000 tested, 0.14% active; AID 1706; in the data active = inhibition above about 12%
SSB-PriA inh – K. pneumoniae PriA-SSBct interaction inhibition. AlphaScreen SSBct-PriA binding, biotinylated peptide. 430,000 tested, 0.6% active. AID 1272365. inhibition, % at 33 µM; in the data active = inhibition mostly above about 37%, no sharp cut-off; inactive = mostly below about 20%;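 note: plate controls were negative control peptide for no effect and reference peptide for full effect; strong numbers were not always called active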
The depositor's hits bear a star; i = inactive; / = not tested or not shown; & = joins results of further samples. An excerpt, so the mix of outcomes need not match the whole.

Screens in order – Vc quorum ag	Yp Topo-I inh	CCHFV vOTU inh	MazF activator	TcdB GH inh	PrPC surface inh	DUSP3 inh	Rv3671c inh	3CLpro inhibitor	SSB-PriA inh
#1 CC1CN1P(=O)(Oc1ccc2ccccc2c1)N1CC1C (stereo unspecified)
  i	-7	-5	8	2.9	-4	/	/	/	-13
#2 Cc1ccc(-n2c(SCC(=O)NCCN3C(=O)CSC3=O)nnc2-c2cccc(C)c2)cc1
  -0.6	15	4	0	/	3	10	6	0	1
#3 CCOc1ccc(Nc2c3c(nc4ncnn24)CC(C)CC3)cc1 (stereo unspecified)
  1.9	26	-1	2	/	2	32	-1	5	-20
#4 CCc1nn2c(=O)cc(CSCC(=O)Nc3ccccc3Cl)nc2s1
  i	-8	/	5	/	/	15	6	-3	-1
#5 Cc1cccc(C)c1OCc1cc(C(=O)N2CCN(Cc3nccn3C)CC2)no1
  -0.5	5	-1	3	0.7	-1	58*	-10	-1	4
#6 O=C(Nc1cccnc1)c1cccc(S(=O)(=O)Nc2cccc(Cl)c2)c1
  -0.7	-6	13	2	-0.2	1	/	-15	/	1
#7 CC(C)Oc1cc(F)ccc1-c1cc(C(=O)NCC2CCCCC2)[nH]n1
  i	22	8	/	0.5	-1	/	/	/	/
#8 Fc1ccc(C2Nc3cccc4cccc(c34)N2)cc1
  i	-9	-1	-6	-1.2	-6	21	-5	5	2
#9 COc1ccc([C@H]2CC(=O)C=C(c3cc(Cl)cc(Cl)c3)C2)cc1
  -1.1	8	5	5	0.5	3	/	-12	/	-6
#10 CS(=O)(=O)N1CCCC(C(=O)NCCCN2CCC(Cc3ccccc3)CC2)C1 (stereo unspecified)
  i	-1	-4	14	/	5	6	2	-6	-1
#11 Oc1ccc(CN2CCCc3ccccc32)c2cccnc12
  i	-13	/	1	/	/	-2	5	9	16
#12 COc1ccc(CNCC(O)(c2ccc(F)cc2)c2ccc(F)cc2)cc1OC
  -2.8	-4	-3	-9	1.3	10	-20	-6	-1	-11
#13 Cc1ccc(-c2ccc(CCC(=O)O)n2CC2CCCO2)cc1 (stereo unspecified)
  2.7	9	-56	-4	/	1	19	8	4	8
#14 Cc1ccc(CNC(=O)C2CCCN(C(=O)N(C)C)C2)cc1 (stereo unspecified)
  -0.3	7	8	3	/	-2	23	-1	-4	-15
#15 CCCCN1C(=O)C(=O)N(CC(=O)NC2CCCc3ccccc32)C1=O (stereo unspecified)
  0.5	-4	6	2	-1.0	3	2	-9	6	-20
#16 COc1cccc2cc(CC(=O)c3ccccc3)c(=O)oc12
  i	2	-6	14	1.5	-3	35	4	-4	11
#17 COc1ccccc1-c1noc(CCCC(=O)NC2CCCC2)n1
  -0.9	6	-22	3	-0.5	2	28	9	-5	5
#18 COc1ccc(C[C@H]2CN3C(=NC[C@H]3Cc3ccccc3)N2CCNC(=O)c2ccc(C)c(Br)c2)cc1
  -0.6	-5	/	-37	/	/	7	-1	/	21
#19 COc1ccc(CC(=O)NC2=NCCS2)cc1
  i	10	11	2	/	1	2	5	-1	-19
#20 CC(=O)N1N=C(c2ccc(C)c([N+](=O)[O-])c2)OC1(C)C
  -0.9	0	1	2	0.5	-3	1	11	-4	-7
#21 COc1ccc(Cl)cc1NC(=S)NCc1cccs1
  -0.5	4	-3	9	1.0	4	-17	-8	2	-5
#22 O=C1CC(c2ccc(F)cc2)Sc2nc(C34CC5CC(CC(C5)C3)C4)nn21 (stereo unspecified)
  -0.4	-1	12	1	/	2	23	3	-2	-13
#23 NC(=O)c1nsc(C(=O)N(c2cccc(F)c2)C(C(=O)NC2CCCC2)c2ccc(O)cc2)c1N (stereo unspecified)
  i	3	-34	5	1.2	3	46	-28	-2	-11
#24 O=C(CCNS(=O)(=O)c1ccc(Br)s1)NCc1ccccc1Cl
  -0.4	-4	5	-7	0.0	-8	-17	-4	6	-15
#25 CC(C)Oc1ccc(/C(O)=C2/C(=O)C(=O)N(CCN(C)C)C2c2cccs2)cc1 (stereo unspecified)
  -1.6	0	2	-6	/	3	7	-2	1	/
#26 O=C(NC1CCCC1)C(c1ccco1)N(Cc1ccccc1)C(=O)c1csnn1 (stereo unspecified)
  1.7	7	-10	-3	/	-1	10	-2	-3	-30
#27 CCCCCOc1ccc(/C=N/NC(=O)c2nnn(-c3nonc3N)c2CN2CCCCCC2)cc1
  -0.2	3	8	-5	2.6	3	/	1	/	/
#28 COc1ccc(C2CC(=O)C(C=NCCN3CCN(C(=S)Nc4ccccc4)CC3)=C(O)C2)cc1OC (stereo unspecified)
  i	-2	-6	3	0.5	5	2	9	-3	-11
#29 O=C(c1cc(COc2ccc(F)cc2Cl)on1)N1C[C@H]2CC[C@H]1C2
  -1.6	14	15	4	1.4	-1	-2	-31	2	-11
#30 COc1ccc(NC(=O)C2CCC(C(C)(C)C)CC2)cc1S(=O)(=O)N1CCOCC1 (stereo unspecified)
  -0.4	17	3	-15	1.9	9	/	-5	/	-7

Next section:
Screens in order – Vc quorum ag	Yp Topo-I inh	CCHFV vOTU inh	MazF activator	TcdB GH inh	PrPC surface inh	DUSP3 inh	Rv3671c inh	3CLpro inhibitor	SSB-PriA inh
#31 O=C(CCS(=O)(=O)c1ccc(Br)cc1)N1CCN(c2ccc(F)cc2)CC1
  -0.3	30	26	2	2.0	1	50*	0	-2	9
#32 CCOC(=O)N1CCN(C(=O)CN2C(=O)c3ccccc3S2(=O)=O)CC1
  -0.5	7	-5	5	-0.7	-2	-25	-3	-4	-5
#33 COc1ccc(Cl)cc1NC(=O)C1(c2cccs2)CCOCC1
  -2.2	5	12	3	0.5	-1	2	0	4	-32&-25&-18
#34 Cc1cc(C)cc(-c2nnc(SCC(=O)c3ccc4c(c3)OCCO4)o2)c1
  -0.7	4	-4	38	/	3	-14	3	-1	5
#35 Cc1ccc(OCCC(=O)NNC(=O)c2ccncc2)cc1
  i	-1	1	-6	1.0	-1	/	/	/	/
#36 CCn1c(SCC(=O)N/N=C(\C)c2ccco2)nnc1-c1ccccc1
  i	0	15	3	0.7	12	22	4	-8	/
#37 Cc1ccc(NC(=O)c2ccc(N/N=C/c3cccc(O)c3)c([N+](=O)[O-])c2)cc1
  3.8	0	4	37	/	-4	29	-5	3	/
#38 C[C@H]1CN(c2ccc(Br)cc2)C(=O)[C@@H]1CC(=O)Nc1ccccc1
  -0.2	10	3	5	-5.4	14	/	/	/	/
#39 COc1ccc(Cc2nnc(SCC(=O)N3CCN(c4ccccc4)CC3)o2)cc1
  2.1	-3	1	-2	/	9	3	0	4	6
#40 Cc1ccc(C)c(NC2=NCC(=O)N2c2ccc3c(c2)OCCO3)c1
  -0.3	-2	7	5	/	8	13	1	-1	19
#41 CC1(C)Cc2c(C#N)c(OCC(=O)c3ccc(Cl)cc3)nc(-c3ccoc3)c2CO1
  -3.4	-13	2	-4	/	2	-2	2	4	9
#42 CCCn1c(N)c(C(=O)CSc2nnc3n2CCCCC3)c(=O)[nH]c1=O
  -0.4	-2	7	4	1.2	-7	/	4	/	11
#43 CCOc1ccc(NC(=O)Nc2cc(C(=O)O)ccc2N2CC3CC(C2)c2cccc(=O)n2C3)cc1 (stereo unspecified)
  1.3	0	8	8	0.9	2	-9	-5	-2	-2
#44 COCCn1c(SCc2nc3ccccc3s2)nc2ccccc21
  -0.6	13	7	-7	2.1	10	25	-4	-1	-20
#45 Cc1ccc(-n2c(=O)cc(N3CC(C)CC(C)C3)[nH]c2=O)cc1 (stereo unspecified)
  i	23	-4	-1	/	7	28	7	-2	-7
#46 CCO/C([O-])=N/c1c[n+](N2CCOCC2)no1
  5.8&8.3	3&4	7&5	5&11	0.9&2.0	-8&-2	9	-5&6	-6	/
#47 O=C(CCl)NNc1nc(-c2ccccc2)c2cc(Cl)ccc2n1
  -0.2	-5	11	2	-2.4	-13	35	/	3	5
#48 COc1ccc2[nH]c(C(=O)O)c(NS(=O)(=O)c3ccc(C)c(C)c3)c2c1
  i	-4	14	-1	-0.6	2	18	-14	6	15
#49 O=C(CCc1nnc2ccc(NCCCN3CCCC3=O)nn12)NCc1ccccc1Cl
  -0.4	1	15	5	0.6	-8	24	-2	2	-3
#50 COc1ccc(-c2cc(=O)[nH]c3ccccc23)cc1
  2.6	-3	-1	3	0.7	8	/	-6	/	2
#51 Cc1cccc(N2CCN(CC(O)COc3ccccc3Cl)CC2)c1 (stereo unspecified)
  -0.8	11	5	4	0.5	8	27	-2	0	-6
#52 O=C(c1cnn2cccnc12)N1CCN(c2ccccc2)CC1
  i	3	1	10	/	2	-5	-3	4	4
#53 O=C(Cn1nc(Cl)nc1Cl)c1cc2ccccc2oc1=O
  -0.2	2	-9	1	/	-2	8	5	-2	-16
#54 CCOC(=O)c1c(C)oc(NC(=O)CCl)c1C(=O)OCC
  1.1	-17	1	4	0.3	-3	-1	-1	0	-19
#55 CC(C)(C)c1ccc(C(=O)N2CCCC2c2cccs2)cc1 (stereo unspecified)
  -0.3	28	18	0	2.6	-2	1	0	2	-17
#56 CCC(CC(C)(C)O)C(=O)NNC(=S)Nc1ccccc1 (stereo unspecified)
  i	-3	4	-1	0.5	0	-13	5	1	3
#57 CC1C(=O)N2CCCc3cc(NC(=O)c4ccccc4Br)cc1c32 (stereo unspecified)
  i	6	1	0	1.1	0	/	-5	/	-9
#58 CC(/C=N/NC(=O)c1c(Br)cnn1C)=C\c1ccccc1
  -0.1	-4	0	5	/	-3	-7	-4	5	/
#59 COc1ccc(CN2CCCC(C(=O)Nc3cccc(-n4cnnn4)c3)C2)c(C)c1C (stereo unspecified)
  i	7	14	9	0.1	-5	-3	-10	4	3
#60 O=S(=O)(Nc1nc(-c2ccccc2)cs1)c1cc(Cl)ccc1Cl
  -0.4	1	7	-1	1.0	4	-1	-4	3	-4
#61 Cc1c(NC(=O)c2ccccc2F)c(=O)n(-c2ccccc2)n1C
  -0.2	5	-11	3	0.5	5	7	8	0	-5
#62 Cc1csc(NC(=O)CCSCCc2ccccn2)n1
  -0.3	-5	11	-8	1.1	3	32	3	-3	6
#63 O=S(=O)(c1ccc(S(=O)(=O)N2CCCC3(CCCCC3)C2)cc1)N1CCCCC1
  -1.5	8	7	-13	-0.8	1	7	-11	-1	1

Exported bar-delimited: entries from further up.
# | canonical_smiles | Vc quorum ag | Yp Topo-I inh | CCHFV vOTU inh | MazF activator | TcdB GH inh | PrPC surface inh | DUSP3 inh | Rv3671c inh | 3CLpro inhibitor | SSB-PriA inh
62 | Cc1csc(NC(=O)CCSCCc2ccccn2)n1 | -0.3 | -5 | 11 | -8 | 1.1 | 3 | 32 | 3 | -3 | 6
21 | COc1ccc(Cl)cc1NC(=S)NCc1cccs1 | -0.5 | 4 | -3 | 9 | 1.0 | 4 | -17 | -8 | 2 | -5

Screens deposited in PubChem BioAssay by several laboratories.
